High-throughput results: PubChem BioAssay, Broad Institute
Statin myotox sup: suppressors of simvastatin-induced myotoxicity in C2C12 myotubes; ATP luminescence, 48 h; scaled: DMSO 0, geranylgeraniol control 100; rescue of ATP level, % at 7.49 µM; actives 0.78% (n = 330,000); AID 602340;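 active = mean ATP rescue above about 67%, or every replicate alone reaching that limit, limit read from the data, passing the limit was not always enough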;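 also: myotubes were challenged with 10 µM simvastatin during compound exposure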
esBAF inh: inhibitors of esBAF chromatin remodeling in mouse ES cells. Bmi1-luciferase knock-in reporter, 24 h; 100% = twice the neutral-well signal. reporter increase, % at 12.5 µM. actives 2% (n = 350,000). AID 602393; in the data active = activation above about 40%;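 also: 0% = median of the plate's neutral control wells and 100% = double that signal; a rise in the Bmi1 reporter signal indicates esBAF inhibition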
ERp5 inh: blocks human ERp5 reductase activity on insulin; Q15084; AID 651711; ERp5 insulin aggregation, absorbance 650 nm, 90 min; actives 0.05% (n = 350,000); inhibition, % at 9.99 µM;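 active = mean replicate inhibition above about 25%, with every replicate also reaching it, limit read from the data, passing the limit was not always enough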
Target sequence (Q15084 whole entry, looked up): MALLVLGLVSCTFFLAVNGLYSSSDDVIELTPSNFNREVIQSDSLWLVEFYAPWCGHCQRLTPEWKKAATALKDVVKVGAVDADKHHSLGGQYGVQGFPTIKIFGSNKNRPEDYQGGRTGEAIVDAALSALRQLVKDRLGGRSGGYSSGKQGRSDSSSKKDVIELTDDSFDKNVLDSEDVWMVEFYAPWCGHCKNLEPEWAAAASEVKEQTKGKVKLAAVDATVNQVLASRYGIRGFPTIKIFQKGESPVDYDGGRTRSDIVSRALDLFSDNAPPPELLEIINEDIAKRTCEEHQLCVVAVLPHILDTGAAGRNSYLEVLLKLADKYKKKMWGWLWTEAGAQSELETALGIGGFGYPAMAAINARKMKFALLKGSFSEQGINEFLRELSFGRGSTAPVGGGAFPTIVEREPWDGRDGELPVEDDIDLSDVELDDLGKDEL
SIRT5 inh: blocks human SIRT5 desuccinylation of peptide | AID 652115 | inhibition, % at 15 µM | actives 1.1% (n = 330,000) | Q9NXA8 | Purified SirT5, succinyl-peptide AMC, trypsin-coupled fluorescence; in the data active = inhibition above about 15%
Target sequence (Q9NXA8 whole entry, looked up): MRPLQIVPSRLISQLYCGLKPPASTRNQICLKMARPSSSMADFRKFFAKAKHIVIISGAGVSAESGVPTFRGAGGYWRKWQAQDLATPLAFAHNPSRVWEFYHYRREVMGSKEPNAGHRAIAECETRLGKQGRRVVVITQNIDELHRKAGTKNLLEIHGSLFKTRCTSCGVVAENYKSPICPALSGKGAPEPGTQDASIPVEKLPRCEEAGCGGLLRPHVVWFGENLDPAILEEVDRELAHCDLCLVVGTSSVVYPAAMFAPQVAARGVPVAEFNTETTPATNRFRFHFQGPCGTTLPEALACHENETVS
ARNT-TACC3 inh: disrupts binding between human ARNT and TACC3. actives 0.66% (n = 390,000). AlphaScreen His-ARNT PAS-B/GST-TACC3 binding, luminescence; TACC3 fragment carries E629A point mutation. Q9Y6A5. inhibition, % at 9.99 µM. AID 623870;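 active = mean inhibition of replicates at least 50% and at least half of replicates each reaching 50%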;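 also: 0% = complete ARNT plus TACC3 wells and 100% = ARNT alone without TACC3; many hits fall short of the cut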
Cneo AK release: Cryptococcus neoformans lysis via adenylate kinase release; lysis activity, % at 15 µM; actives 0.2% (n = 360,000); C. neoformans lysis, adenylate kinase release luminescence, 4 h; normalised: neutral wells 0, clomiphene wells 100;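 active = mean lysis activity across replicates of at least 80%, whatever share of replicates individually reach that level; inactive = mean lysis activity below 80%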
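Material: C. neoformans cells; Schedule: 4 h static compound exposure, 37 °C, read 1 h post-reagent; Measured by: adenylate kinase release luminescence; Read-out: signal increase indicating cell lysis; Controls: Clomiphene as positive lysis control.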
miR-122 sensor: miR-122 inhibition in Huh7 cells | Huh7 miR-122 Renilla luciferase sensor, 48 h; neutral wells = 0, positive control = 100 | activation (reporter increase), % at 12.5 µM | actives 0.3% (n = 340,000);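 active = mean replicate activation score at least 90 and every replicate individually at or above 90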;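 also: higher luciferase means less miR-122 activity so hits act as miR-122 inhibitors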
* marks the source's active call; other numbers are inactive results; . = not tested or not shown; [ ] = dose if it differs, or a comment.

item	SMILES	Statin myotox sup	esBAF inh	ERp5 inh	SIRT5 inh	ARNT-TACC3 inh	Cneo AK release	miR-122 sensor
1	O=C(O)/C=C/C(=O)N1CCN(C(c2ccccc2)c2ccccc2)CC1	5	-1	1	-5	0	2	-6
2	Cc1nn(-c2ccccc2)c(C)c1NC(=O)COc1ccc(C#N)cc1	2	-7	2	-9	5	3	-1
3	CCN1C(=O)/C(=C\N2CCN(C(=O)c3ccco3)CC2)SC1=S	11	3	2	-1	-2	.	.
4	O=C(NCc1cccs1)c1ccc(Cl)c(S(=O)(=O)N2CCOCC2)c1	13	6	1	-3	.	-1	14
5	Nc1c(C(=O)O)cnc2nc(N3CCOCC3)nn12	.	.	8	0	-1	.	.
6	Cc1cc(C(=O)Nc2cccc3c2O[C@@H](CN(C)C(=O)Nc2ccc(C(F)(F)F)cc2)[C@@H](C)CN([C@H](C)CO)C3=O)n(C)n1	-25	-4	-1	-5	3	-4	-6[16.7 µM]
7	CN(CC(=O)Nc1ccccc1C(F)(F)F)CC(=O)N1CCCCCC1	1	0	2	-2	2	0	-8
8	CC1=CC(C)(C)N(C(=O)c2ccccc2)c2ccc(C)cc21	16	-6	.	.	-1	0	-2

A second format for four compounds above.
4. O=C(NCc1cccs1)c1ccc(Cl)c(S(=O)(=O)N2CCOCC2)c1
  Statin myotox sup: 13
  esBAF inh: 6
  ERp5 inh: 1
  SIRT5 inh: -3
  ARNT-TACC3 inh: .
  Cneo AK release: -1
  miR-122 sensor: 14
5. Nc1c(C(=O)O)cnc2nc(N3CCOCC3)nn12
  Statin myotox sup: .
  esBAF inh: .
  ERp5 inh: 8
  SIRT5 inh: 0
  ARNT-TACC3 inh: -1
  Cneo AK release: .
  miR-122 sensor: .
6. Cc1cc(C(=O)Nc2cccc3c2O[C@@H](CN(C)C(=O)Nc2ccc(C(F)(F)F)cc2)[C@@H](C)CN([C@H](C)CO)C3=O)n(C)n1
  Statin myotox sup: -25
  esBAF inh: -4
  ERp5 inh: -1
  SIRT5 inh: -5
  ARNT-TACC3 inh: 3
  Cneo AK release: -4
  miR-122 sensor: -6[16.7 µM]
7. CN(CC(=O)Nc1ccccc1C(F)(F)F)CC(=O)N1CCCCCC1
  Statin myotox sup: 1
  esBAF inh: 0
  ERp5 inh: 2
  SIRT5 inh: -2
  ARNT-TACC3 inh: 2
  Cneo AK release: 0
  miR-122 sensor: -8

The list goes on.
item	SMILES	Statin myotox sup	esBAF inh	ERp5 inh	SIRT5 inh	ARNT-TACC3 inh	Cneo AK release	miR-122 sensor
9	COC(=O)c1ccc(Nc2ncnc3c2cnn3-c2cccc(C)c2)cc1	-5	10	-3	1	-6	2	-1
10	CCOc1ccc(NC(=O)CCCOc2cc(=O)n(C)c3ccccc23)cc1	.	.	.	.	-7	0	3
11	C[C@@H]1CN([C@H](C)CO)C(=O)c2cc(NS(=O)(=O)c3ccc(F)cc3)ccc2O[C@H]1CN(C)S(=O)(=O)c1ccc(F)cc1	-2	-3	3	1	-5	1	5[16.7 µM]
12	CN(CCCC(=O)Nc1nccs1)S(=O)(=O)c1ccc(Cl)cc1	11	-1	2	-3	-8	-3	-11
13	CC(C)=CC(=O)NCc1c(Cl)cccc1-n1cccc1	13	10	.	.	-5	2	7
14	CC(=O)N(CCc1ccccc1C)Cc1cc2cc(C)ccc2[nH]c1=O	3	1	3	3	0	-1	-3
15	CN1c2ccc(-c3ccccc3)cc2[C@H]2[C@H](CCN2C(=O)c2ccccc2F)[C@H]1CO	39	-2	6	8	9	-7	26[16.7 µM]
16	O=C(Nc1ccc(C(=O)O)cc1)/C(=C\c1ccc2c(c1)OCO2)NC(=O)c1ccccc1Cl	6	-6	6	.	.	11	-1

Further entries:
item	SMILES	Statin myotox sup	esBAF inh	ERp5 inh	SIRT5 inh	ARNT-TACC3 inh	Cneo AK release	miR-122 sensor
17	CCOC(=O)C1CC(=O)c2ccccc2C1c1ccccc1 (stereo unspecified)	-3	-2	4	2	.	0	.
18	COCCC(=O)N1CCCC(C(=O)c2ccc(Oc3ccccc3)cc2)C1 (stereo unspecified)	0	4	2	.	1	-5	1
19	COc1ccc(-c2ccnc3nc(N4CCN(c5ccccc5)CC4)nn23)cc1	-3	-1	.	.	11	0	-6
20	COc1ccc(N2CCN(C(=O)c3ccc(CS(=O)(=O)c4ccccc4C)o3)CC2)cc1	-21	8	3	1	0	0	.
21	CC(=O)c1c(O)c(C)c(O)c2c1OC1=Cc3c(c(C)nn3-c3ccccc3)C(=O)C12C (stereo unspecified)	-12	-7	-13	-5	.	3	-2
22	Cc1csc(NC(=O)C(C)N2C(=O)c3ccccc3S2(=O)=O)n1 (stereo unspecified)	13	-6	9	0	3	1	-3
23	Cc1ccc(S(=O)(=O)n2nc(OC(=O)C(C)(C)C)cc2N)cc1	14	6	.	.	.	-1	5
24	CCC(CC)C(=O)c1c[nH]c(C(=O)NCc2cccs2)c1	17	-19	1	.	-10	0	-11

More results.
item	SMILES	Statin myotox sup	esBAF inh	ERp5 inh	SIRT5 inh	ARNT-TACC3 inh	Cneo AK release	miR-122 sensor
25	O=C(NCc1ccc2c(c1)OCO2)c1ccc(COc2cccc(Cl)c2)o1	3	-5	.	.	-8	2	-2
26	CC(C)Cn1c(N)c(C(=O)CSc2nnnn2-c2ccc(Cl)cc2)c(=O)n(C)c1=O	-4	11	-3	-1	-14	.	-1
27	CC(C)(C)C(=O)C(Oc1cccc2nonc12)n1cncn1 (stereo unspecified)	1	5	1	-2	8	5	.
28	Clc1ncccc1-c1nc2ccccc2s1	.	.	5	-3	-14	.	.
29	O=C(NC(Cc1ccc(O)cc1)C(=O)O)c1ccco1 (stereo unspecified)	.	.	3	1	3	.	.
30	O=C(C[C@H]1CC[C@@H]2[C@H](COC[C@H](O)CN2Cc2ccccc2)O1)NCc1ccccc1Cl	13	-3	21	0	-17	-1	11[16.7 µM]
31	O=C(NC1Cc2ccccc2C1)c1cc(COc2cccc(C(F)(F)F)c2)on1	-1	2	1	2	1	-4	.
32	N#Cc1nc(-c2cccc3ccccc23)oc1NCCN1CCCCC1	.	6	.	.	0	-3	-1

Continued:
item	SMILES	Statin myotox sup	esBAF inh	ERp5 inh	SIRT5 inh	ARNT-TACC3 inh	Cneo AK release	miR-122 sensor
33	COc1ccc2c(CN3CCN(c4ccccc4F)CC3)cc(=O)oc2c1	8	-3	-12	0	.	0	-3
34	CCOC(=O)c1cc(NC(=O)c2cccnc2)ccn1	.	.	-1	1	23	.	.
35	CCCCNC(=S)Nc1ccc([N+](=O)[O-])cc1	.	.	.	.	5	-8	8
36	CC[n+]1c(C)n(C)c2cc(S(=O)(=O)N(C)C)ccc21	.	.	-12	-3	0	.	.
37	COc1ccc(NCCC(O)c2ccc(Cl)cc2)cc1 (stereo unspecified)	11	6	1	-3	16	-4	2
38	Cc1ccnc(NC(=O)c2cc3ccccc3o2)c1	.	.	-5	-4	-5	-28	.
39	COc1ccc(CC(=O)NNS(=O)(=O)c2ccc3ccccc3c2)cc1OC	.	.	.	.	-1	-1	-2
40	CO[C@H]1CN(C)C(=O)c2cc(NC(C)=O)ccc2OC[C@@H](C)N(CC2CC2)C[C@@H]1C	-3	0	-6	-2	-5	4	.

The list continues.
item	SMILES	Statin myotox sup	esBAF inh	ERp5 inh	SIRT5 inh	ARNT-TACC3 inh	Cneo AK release	miR-122 sensor
41	COc1ccc(S(=O)(=O)N(Cc2cc3cc(C)ccc3[nH]c2=O)CC2CCCO2)cc1 (stereo unspecified)	10	-5	.	.	-3	-1	-6
42	Cc1ccc(S(=O)(=O)N2C[C@@H](O)COC[C@@H]3O[C@@H](CC(=O)N[C@H]4CCN(Cc5ccccc5)C4)CC[C@H]32)cc1	4	3	3	0	-6	53	-5[16.7 µM]
43	O=C1CC(c2ccccc2)n2nc(NC(=O)C3CCCO3)nc2N1 (stereo unspecified)	.	.	.	.	-2	0	22
44	N/C(=N\OC(=O)/C=C/c1ccccc1)c1ccc(Br)cc1	.	24*	2	2	-6	-5	.
45	C=CCC(CC)C(=O)NC(=O)N1CCCc2ccccc21 (stereo unspecified)	-6	0	2	-2	-3	0	1
46	COc1cccc2cc(C(C)N(CCCN3CCOCC3)C(=S)Nc3c(C)cccc3C)oc12 (stereo unspecified)	10	-1	2	5	13	4	2
47	C[C@@H]1CCCCO[C@H](CN(C)C(=O)Nc2ccccc2)[C@H](C)CN([C@@H](C)CO)C(=O)c2cc(NS(=O)(=O)c3cn(C)cn3)ccc2O1	.	1	5	0	-4	-5	11[16.7 µM]
48	Cc1[nH]c(C(=O)N/N=C/c2ccc(C(=O)O)cc2)c(C)c1C(=O)N/N=C/c1ccc(C(=O)O)cc1	-6	-9	.	.	34	-1	4

Reformatted field by field: part of the list above.
15) CN1c2ccc(-c3ccccc3)cc2[C@H]2[C@H](CCN2C(=O)c2ccccc2F)[C@H]1CO
  Statin myotox sup: 39 | esBAF inh: -2 | ERp5 inh: 6 | SIRT5 inh: 8 | ARNT-TACC3 inh: 9 | Cneo AK release: -7 | miR-122 sensor: 26[16.7 µM]

16) O=C(Nc1ccc(C(=O)O)cc1)/C(=C\c1ccc2c(c1)OCO2)NC(=O)c1ccccc1Cl
  Statin myotox sup: 6 | esBAF inh: -6 | ERp5 inh: 6 | SIRT5 inh: . | ARNT-TACC3 inh: . | Cneo AK release: 11 | miR-122 sensor: -1

17) CCOC(=O)C1CC(=O)c2ccccc2C1c1ccccc1 (stereo unspecified)
  Statin myotox sup: -3 | esBAF inh: -2 | ERp5 inh: 4 | SIRT5 inh: 2 | ARNT-TACC3 inh: . | Cneo AK release: 0 | miR-122 sensor: .

18) COCCC(=O)N1CCCC(C(=O)c2ccc(Oc3ccccc3)cc2)C1 (stereo unspecified)
  Statin myotox sup: 0 | esBAF inh: 4 | ERp5 inh: 2 | SIRT5 inh: . | ARNT-TACC3 inh: 1 | Cneo AK release: -5 | miR-122 sensor: 1

(more compounds)
item	SMILES	Statin myotox sup	esBAF inh	ERp5 inh	SIRT5 inh	ARNT-TACC3 inh	Cneo AK release	miR-122 sensor
49	CC(=O)N1CCC(N(CCCOC(C)C)C(=O)Nc2ccc(Cl)cc2)CC1	-4	1	5	-3	-5	8	2
50	CCCNC(=O)Nc1ccc2c(c1)C(=O)N(C)[C@H]1CC[C@H](CC(=O)Nc3ccccc3C)O[C@@H]1CO2	-3	-1	-1	-4	-3	3	8[16.7 µM]
51	C[C@H]1CN([C@@H](C)CO)C(=O)c2cc(NC(=O)c3ccncc3)ccc2O[C@H]1CN(C)C	-11	-1	-3	7	-11	-1	-3[16.7 µM]
52	CCN(CC(=O)NCc1cccs1)c1ccc(S(=O)(=O)N2CCCC2)cn1	6	-7	1	-2	-3	0	4
53	COc1ccc(OC)c(NC(=O)CCC(=O)Nc2nnc(C(F)(F)F)s2)c1	12	0	.	.	-19	1	-3
54	COC(=O)C(C)(C)ONC(=O)Nc1ccccc1	.	.	4	0	-11	.	.
55	COc1ccc(-c2ccc([C@@H]3[C@H]4CN(CC5CCOCC5)CCCCN4[C@H]3CO)cc2)cc1	0	-4	9	-1	9	-1	-1[16.7 µM]
56	COc1cc(CC(=O)NNC(=O)c2cc(C)oc2C)cc(OC)c1OC	.	.	.	.	1	2	-4
57	CC(=O)Nc1ccc2c(c1)C(=O)N(C)[C@@H]1CC[C@@H](CC(=O)NCC3CCCCC3)O[C@H]1CO2	-10	4	.	.	-6	0	21[16.7 µM]
58	COCC(=O)N(C)C[C@H]1Oc2ncc(C#Cc3ccccc3OC)cc2C(=O)N([C@@H](C)CO)C[C@@H]1C	.	2	1	1	-10	-5	4[16.7 µM]
59	COc1ccccc1N1CCN(C(=O)c2ccc3[nH]c4c(c3c2)CCCC4)CC1	11	7	.	.	15	2	2
